Source: PubChem BioAssay
TRHR enhancer = qHTS for Small Molecule Agonists and Allosteric Enhancers of Human TRH Receptor: Primary Screen for Enhancers. enhancement, % at 2 µM. Thyrotropin-releasing hormone receptor (Homo sapiens), P34981. AID 493056, 2011. TRHR cells, fluo-8 calcium fluorescence, EC20 TRH enhancement. actives 0.66% (n = 360,000); in the data active = enhancement above about 30%; note: 0% is about no effect
Target sequence (P34981 whole entry, looked up): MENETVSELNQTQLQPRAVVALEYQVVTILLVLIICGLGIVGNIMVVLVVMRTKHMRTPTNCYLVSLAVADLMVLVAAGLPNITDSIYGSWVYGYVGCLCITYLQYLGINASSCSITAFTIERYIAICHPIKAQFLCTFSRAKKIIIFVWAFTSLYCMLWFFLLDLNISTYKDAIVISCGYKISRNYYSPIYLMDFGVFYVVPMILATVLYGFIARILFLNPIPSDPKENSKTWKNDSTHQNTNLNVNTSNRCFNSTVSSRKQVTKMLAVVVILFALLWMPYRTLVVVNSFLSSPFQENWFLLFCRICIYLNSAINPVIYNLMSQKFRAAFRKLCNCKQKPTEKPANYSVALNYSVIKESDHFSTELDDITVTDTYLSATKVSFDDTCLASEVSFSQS
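Enhancer read-out: after compound pinning and an initial kinetic agonist-mode read, an EC20 of TRH (10 nM final) was injected and fluo-8 calcium signal (Ex 480/Em 530) followed at 1 s/cycle for 100 cycles in TRHR-expressing cells.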
D2 agonist = HTS Assay for Allosteric Agonists of the Human D2 Dopamine Receptor: Primary Screen for Agonists; D(2) dopamine receptor (Homo sapiens), P14416; HEK293 T-REx D2 cells, calcium flux agonist mode; activation, % at 2 µM; actives 0.53% (n = 340,000); AID 485358, 2010;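 active = activation over 3 SD above normal in the single-dose calcium agonist read, cut at about 30% in these data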; note: 0% is about no effect
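Tetracycline-induced HEK293 Trex cells with D2 receptor force-coupled to calcium signaling, plated overnight at 30 C and loaded with no-wash calcium dye. Calcium flux read kinetically for 180 s after compound addition; responses flag agonists.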
D2 antag = HTS Assay for Allosteric Antagonists of the Human D2 Dopamine Receptor: Primary Screen for Antagonists; AID 485344, 2010; inhibition, % at 10 µM; D(2) dopamine receptor (Homo sapiens), P14416; actives 2% (n = 340,000); HEK293 TREx D2 cells, calcium flux, dopamine EC80; in the data active = inhibition above about 30%; note: 0% is about no effect
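Inhibition of EC80 dopamine-driven calcium flux, recorded kinetically, defines activity here; cells are a tetracycline-induced HEK293 T-REx line expressing force-coupled D2.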
D1 ag = Allosteric Agonists of the Human D1 Dopamine Receptor: qHTS | D(1A) dopamine receptor (Homo sapiens), P21728 | HEK293 T-REx D1 cells, calcium flux, agonist mode | activation, % at 2 µM | actives 1% (n = 360,000); in the data active = activation above about 30%; note: 0% is about no effect
Target sequence (P21728 whole entry, looked up): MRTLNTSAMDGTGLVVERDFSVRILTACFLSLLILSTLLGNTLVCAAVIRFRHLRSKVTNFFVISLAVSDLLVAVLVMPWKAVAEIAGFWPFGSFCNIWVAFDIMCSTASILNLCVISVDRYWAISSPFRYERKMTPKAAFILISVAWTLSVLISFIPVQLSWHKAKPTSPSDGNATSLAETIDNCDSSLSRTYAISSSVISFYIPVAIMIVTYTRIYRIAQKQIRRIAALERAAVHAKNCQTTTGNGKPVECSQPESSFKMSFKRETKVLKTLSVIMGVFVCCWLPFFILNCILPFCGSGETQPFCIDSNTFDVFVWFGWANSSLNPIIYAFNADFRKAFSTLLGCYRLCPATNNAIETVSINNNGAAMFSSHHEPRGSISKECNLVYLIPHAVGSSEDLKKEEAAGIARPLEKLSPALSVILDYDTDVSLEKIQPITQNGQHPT
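Agonism was scored from calcium flux recorded over 180 s (1 read/s) after pintool compound addition, following a 10-cycle baseline. Cells were inducible force-coupled HEK293 TREx D1, plated overnight at 30 C and loaded with no-wash calcium dye.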
D2 PAM = HTS Assay for Positive Allosteric Modulators of the Human D2 Dopamine Receptor: Primary Screen for Potentiators; AID 485347, 2010; D(2) dopamine receptor (Homo sapiens), P14416; HEK293 T-REx D2, calcium flux, EC20 dopamine potentiation; actives 0.34% (n = 340,000); potentiation, % at 10 µM;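 active = potentiation over 3 SD above the plate norm, cut at about 30% in these data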; note: 0% is about no effect
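Tetracycline-induced HEK293 T-REx cells force-coupled to calcium signalling expressed D2; compounds were pin-added after a 10 s baseline, read kinetically 180 s, then an EC20 dopamine challenge followed with a further 180 s calcium read.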
RXFP1 antag = qHTS Assay for Antagonists of the Relaxin Receptor RXFP1 | AID 1259400, 2018 | HEK293-RXFP1, relaxin-stimulated cAMP HTRF, 30 min; active compounds read low | activity change, negative = inhibition, % at 57.5 µM | actives 0.59% (n = 350,000) | Relaxin receptor 1 (Homo sapiens), Q9HBX9;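 active = activity change of -60% or lower, but not beyond a set lower limit; inconclusive = change between -60% and -40%, or beyond the set limit; inactive = change above -40%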; note: % is set by controls: 0 for no effect and ±100 for the full control effect
D1 antag = Antagonist of Human D 1 Dopamine Receptor: qHTS | D(1A) dopamine receptor (Homo sapiens), P21728 | HEK293 TREx D1 cells, calcium flux, dopamine EC80; active compounds read low | activity change, negative = inhibition, % at 10 µM | actives 3.2% (n = 360,000); in the data active = activity change below about -30%; note: % is set by controls: 0 for no effect and ±100 for the full control effect
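Inducible Hek293 Trex D1 cells (tetracycline, overnight, 30 C). Calcium dye 30–90 min RT. Antagonist mode: EC80 dopamine added after 180 s compound read.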
D1 potentiator = Potentiators of Human D1 Dopamine Receptor: qHTS | HEK293 TREx D1 cells, calcium flux, dopamine EC20 potentiation | AID 504651, 2011 | D(1A) dopamine receptor (Homo sapiens), P21728 | actives 0.036% (n = 360,000) | potentiation, % at 10 µM; in the data active = potentiation above about 30%; note: 0% is about no effect
RXFP1 agonist = qHTS Assay for Agonists of the Relaxin Receptor RXFP1 | Potency, µM (series often up to 57.5 µM), for the others: top-dose activation, actives largely listed as activators | Relaxin receptor 1 (Homo sapiens), Q9HBX9 | actives 0.3% (n = 370,000) | HEK293T-RXFP1 cAMP TR-FRET, 30 min; response scale: percent of porcine relaxin response, buffer zero; active = well fitted activation curve with a large enough effect; inconclusive = small, poorly fitted or top-dose-only effect; note: potency is the fitted concentration of half-maximal effect; % is set by controls: 0 for no effect and ±100 for the full control effect; nearly all actives have a fitted effect of over 60% in size; many of its hits are not listed in these tables
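cAMP rise read by TR-FRET after 30 min, 37C compound exposure (up to 58 uM) in RXFP1-transfected HEK293 cells with Ro 20174 present. EC50 from Hill-equation fits, with 29 nM porcine relaxin as 100% and buffer as basal.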
* hit, by the source's call; u = inconclusive; x = no result given. Some of the compounds tested; count on the stated rates, not on these rows.

SMILES | TRHR enhancer | D2 agonist | D2 antag | D1 ag | D2 PAM | RXFP1 antag | D1 antag | D1 potentiator | RXFP1 agonist
COc1ccccc1OCCC(=O)OCC(=O)Nc1ccc(Br)cc1F | -8 | 1.8 | 41* | 0 | -21 | -8 | 8 | -7 | 0.4%
CCC(=O)c1ccc(SC(=O)N(C)C)cc1O | 5 | x | x | -1 | x | 4 | -3 | -2 | 0.5%
Cn1c(=O)n(C)c2cc(S(=O)(=O)NCc3ccccc3)ccc21 | 0 | -0.5 | -13 | 4 | -7 | -9 | -11 | -4 | 1.0%
O=C(O)Cn1c(-c2cscn2)nc2ccccc21 | 0 | -0.7 | 9 | 2 | 1 | -3 | -2 | -4 | 1.7%
O=c1cc(CN2CCC3(CC2)OCCO3)c2c(ccc3ccccc32)o1 | 16 | -0.1 | -11 | 2 | -1 | -11 | 2 | -7 | -1.8%
COc1cc(/C=N/N2C(=O)CSC2=S)ccc1O | 1 | 0.8 | -9 | 15 | 1 | 27 | 2 | -1 | -0.9%
CCS(=O)(=O)Nc1ccc(-c2cn3ccsc3n2)cc1 | 0 | 0.3 | x | 1 | 3 | 12 | 2 | 0 | u
COC(=O)c1cc(OC)c(OC)cc1NC(=O)C(C)Sc1ccc(C)cc1 (stereo not drawn) | 4 | 0.4 | 2 | 15 | -7 | 11 | -9 | -4 | 1.6%
CN(C(=O)COC(=O)C1CCN(S(=O)(=O)c2c(Cl)cccc2Cl)CC1)C1CCS(=O)(=O)C1 (stereo not drawn) | -2 | 0.7 | 0 | 4 | 6 | 0 | 7 | 4 | 1.5%
COc1cccc(C(=O)N2CCc3cc(OC)c(OC)cc3C2COc2ccc3c(C)cc(=O)oc3c2)c1 (stereo not drawn) | 1 | 0.9 | x | 2 | 2 | -13 | -27 | -1 | 2.5%

Part of the list above, reformatted:
mol	TRHR enhancer	D2 agonist	D2 antag	D1 ag	D2 PAM	RXFP1 antag	D1 antag	D1 potentiator	RXFP1 agonist
CN(C(=O)COC(=O)C1CCN(S(=O)(=O)c2c(Cl)cccc2Cl)CC1)C1CCS(=O)(=O)C1 (stereo not drawn)	-2	0.7	0	4	6	0	7	4	1.5%
COc1cccc(C(=O)N2CCc3cc(OC)c(OC)cc3C2COc2ccc3c(C)cc(=O)oc3c2)c1 (stereo not drawn)	1	0.9	x	2	2	-13	-27	-1	2.5%

Next part.
SMILES | TRHR enhancer | D2 agonist | D2 antag | D1 ag | D2 PAM | RXFP1 antag | D1 antag | D1 potentiator | RXFP1 agonist
COc1ccc(CCNC(=O)COc2ccccc2[N+](=O)[O-])cc1OC | 1 | 1.0 | 0 | 4 | 6 | 12 | -1 | 0 | -1.5%
OCCN1CCN(CC#CCC(c2ccccc2)c2ccccc2)CC1 | 0 | 0.9 | -12 | 3 | -13 | 0 | -16 | -10 | 0.6%
CCO[C@H]1OC(C(=O)O)=C[C@@H](C2CC2)[C@@H]1CCCO | 1 | -0.3 | 5 | 3 | -1 | x | -21 | -2 | -0.4%
COC(=O)c1ccccc1NC(=O)c1noc2c1CSc1ccccc1-2 | 0 | -0.2 | x | 10 | -2 | -1 | -2 | -1 | -1.3%
COc1ccccc1C(=O)Nc1nc2ccccc2s1 | 9 | 0.8 | 6 | 11 | -3 | x | -5 | -3 | 7.5%
Cc1cc(C(=O)NNC(=O)CCN2CCN(c3ccccc3)CC2)c2ccccc2n1 | -7 | 72* | 67* | 3 | -24 | 2 | 0 | -3 | -1.6%
CC1(C)Cc2c(C#N)c(N)n(-c3ccccc3)c(=O)c2CO1 | 9 | 1.0 | 7 | 3 | 7 | 1 | 2 | -5 | 2.8%
CCOCC(=O)NCc1ccc2c(c1)OCO2 | -3 | x | x | 1 | x | -8 | 11 | 0 | 2.4%
CCn1c(O)c(N=NC(=O)C(O)c2ccccc2)c2ccccc21 (stereo not drawn) | -3 | -0.2 | -7 | -1 | 3 | -8 | -1 | -4 | 5.1%
O=C(CN1CCN(Cc2cccc(Cl)c2)C1=O)NCc1ccc(F)cc1 | -3 | -0.3 | x | 2 | 9 | -4 | 6 | 0 | 1.6%
O=C(CSc1cn(CC(=O)N2CCCCC2)c2ccccc12)Nc1ccccc1 | -6 | x | x | 5 | 9 | 6 | -20 | -6 | -30%
O=C(Nc1ccc(-c2nc3ccccc3c(=O)o2)cc1)c1ccco1 | 18 | 1.5 | 24 | 2 | -3 | -22 | 0 | -2 | 2.0%
Cc1sc2ccc3sccc3c2[n+]1C | 2 | 1.1 | -5 | 5 | 5 | -24 | 9 | -4 | 0.3%
CCOC(=O)C1CCN(c2c(NCCN3CCCCC3C)c(=O)c2=O)CC1 (stereo not drawn) | -8 | 2.4 | 3 | 0 | 7 | x | 5 | 1 | 0.5%
COc1ccc(N2CC(NC(=O)/C=C\c3ccc4c(c3)OCO4)CC2=O)cc1OC (stereo not drawn) | 0 | 1.3 | x | -2 | -8 | x | x | 1 | -0.5%
Cc1ccnc(SCCn2c(N3CCN(C)CC3)nc3c2c(=O)[nH]c(=O)n3C)n1 | 0 | -0.3 | -7 | 0 | -7 | x | -19 | -3 | -0.6%
CCOc1cc(/C=C/C(=O)OCC(=O)NCc2ccco2)cc(Cl)c1OC | -7 | x | x | 4 | -4 | -5 | -4 | -3 | 2.2%
Cc1cc(C)n(C(=O)C2CCCN2S(=O)(=O)c2ccc(Cl)cc2)n1 (stereo not drawn) | 3 | -1.0 | 5 | 6 | 4 | -1 | -5 | -6 | 0.8%
COc1cccc(OC)c1C(=O)NC(C)CCc1ccccc1 (stereo not drawn) | 3 | 1.0 | 7 | 1 | 1 | -22 | 6 | -11 | 1.0%
CC(C(=O)NCCCN1CCOCC1)n1cccc1C(=O)c1ccccc1 (stereo not drawn) | -2 | -0.7 | 7 | 1 | 0 | -18 | -7 | -4 | -0.2%

Printed as active in D2 antag, of those listed so far:
SMILES	TRHR enhancer	D2 antag	D1 ag	D2 PAM	RXFP1 antag	D1 antag	D1 potentiator	RXFP1 agonist
COc1ccccc1OCCC(=O)OCC(=O)Nc1ccc(Br)cc1F	-8	41*	0	-21	-8	8	-7	0.4%
Cc1cc(C(=O)NNC(=O)CCN2CCN(c3ccccc3)CC2)c2ccccc2n1	-7	67*	3	-24	2	0	-3	-1.6%

Remaining list, next part.
SMILES | TRHR enhancer | D2 agonist | D2 antag | D1 ag | D2 PAM | RXFP1 antag | D1 antag | D1 potentiator | RXFP1 agonist
COc1ccc(NC(=O)C2CCN(S(=O)(=O)c3ccc4c(c3)NC(=O)C(C)S4)CC2)cc1 (stereo not drawn) | 0 | -0.6 | 19 | 2 | -6 | 17 | -15 | 3 | 0.5%
O=C(Nc1ncccc1O)c1ccc(Cl)c(S(=O)(=O)N2CCCCC2)c1 | 0 | 0.4 | 10 | 2 | 9 | -10 | -3 | -5 | 1.6%
COc1ccc(NC(=O)c2ccco2)cc1NC(=O)COc1ccc(Cl)cc1C | 19 | 1.0 | x | 1 | -3 | -5 | -17 | -1 | u
O=C1CCc2cc(S(=O)(=O)NC3CCCCC3)cc3c2N1CC3 | -2 | -0.3 | -29 | 1 | -11 | 12 | 7 | -7 | 1.8%
CCc1cccc(CC)c1NC(=O)CCS(=O)(=O)c1ccc2c(c1)CCN2C(C)=O | 1 | -0.3 | x | -1 | -1 | x | -2 | -2 | 2.2%
CC1CCN(C(=O)CN2C(=O)COc3ccc(Cl)cc32)CC1 | 26 | 0.8 | -7 | 0 | -7 | 6 | -7 | -7 | -2.6%
CCOc1ccc(NC(=O)CCNS(=O)(=O)c2ccc3c(c2)CC(C)N3C(C)=O)cc1 (stereo not drawn) | 3 | -0.2 | 5 | 2 | 4 | 6 | 4 | -4 | -0.9%
CC(=O)N/C(=C/c1ccccc1)C(=O)NCCO | 3 | 0.3 | 6 | 2 | -2 | -8 | -13 | -6 | 1.7%
COc1ccc(CNC(=O)c2cnn3c(C(F)F)cc(C)nc23)cc1OC | -6 | 2.3 | -22 | 4 | 11 | x | -5 | 6 | 5.4%
CCOc1ccc(C2CC(=O)NC3=C2C(=O)CCC3)cc1 (stereo not drawn) | -11 | 0.9 | 3 | 7 | -6 | -1 | -6 | -8 | 0.3%
CCOC(=O)N1CCN(C(=O)c2c[nH]c3ccc(S(=O)(=O)N(C)c4ccccc4C)cc3c2=O)CC1 | -1 | 1.0 | -2 | 2 | -7 | -21 | -34* | -10 | 1.1%
O=C1Nc2ccccc2N=C(c2ccccc2)c2ccccc21 | 9 | -0.4 | -8 | 0 | 6 | -11 | -6 | -1 | 0.2%
O=C(Cc1ccc(Cl)cc1)NNC1CC(=O)N(c2ccc3ccccc3c2)C1=O (stereo not drawn) | -1 | -0.5 | -11 | 3 | -1 | 8 | -18 | -2 | 0.0%
COc1ccc(CN2CCNC(=O)C2CC(=O)NCCCn2cccn2)c(OC)c1 (stereo not drawn) | -5 | 0.4 | 26 | 1 | 11 | 10 | -2 | -4 | 0.2%
CCCCCCC1CC(CSC(=N)N)OC1=O (stereo not drawn) | -6 | -0.5 | -4 | 3 | -3 | -12 | 21 | -3 | 2.0%
N#CCCC(CCC#N)C1=NCCc2ccccc21 | 1 | -0.2 | 2 | 2 | -18 | -1 | 6 | -6 | -1.0%

Only D1 antag, D2 PAM and TRHR enhancer, for some of the entries so far:
compound	D1 antag	D2 PAM	TRHR enhancer
COC(=O)c1ccccc1NC(=O)c1noc2c1CSc1ccccc1-2	-2	-2	0
CCOc1cc(/C=C/C(=O)OCC(=O)NCc2ccco2)cc(Cl)c1OC	-4	-4	-7
CCS(=O)(=O)Nc1ccc(-c2cn3ccsc3n2)cc1	2	3	0
